# CCT chaperon mod: High-Throughput Screening for Modulators of Cytosolic Chaperonin Activity; purified chaperonin ATPase assay, HTRF ADP detection, 30 min; activity change, % (concentration not given with the values), hits read low; hit rate 0.3% among 360,000; AID 651819, 2012; in the data active = activity change below about -30%; note: % is set by controls: 0 for no effect and ±100 for the full control effect
#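 ATPase activity: ADP formed was measured by HTRF Transcreener (665/615 nm ratio) after 30 min at 37 deg C with 10 uM ATP. Compounds screened at one 76 uM concentration against 40 or 20 nM TRiC in Tris pH 7.4/KCl/MgCl2/DTT buffer.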
# Mm-Cpn inhibitor: Inhibitors of TCP-1 ring complex (TRiC) of Methanococcus maripaludis (MmCpn): qHTS; purified Mm-Cpn ATPase, ADP Transcreener TR-FRET; Potency, µM (doses to about 76.9 µM), for the others: at the top dose activity, negative = inhibition, hits mostly inhibitors; hit rate 0.031% among 330,000; note: potency is the fitted concentration of half-maximal effect; % is set by controls: 0 for no effect and ±100 for the full control effect; nearly all actives have a fitted effect of over 80% in size
#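 Eu-cryptate anti-ADP/ADP-d2 competition gives a ratio inversely related to ADP. Enzyme at 25 nM was pre-exposed to compound for 10 min, then given 10 uM ATP for 30 min, 37°C throughout.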
# D3 ag: qHTS of D3 Dopamine Receptor Agonist: qHTS | D(3) dopamine receptor (Homo sapiens), P35462 | D3R DiscoveRx beta-arrestin cells, luminescence, 90 min | max activation, % | hit rate 0.58% among 410,000 | AID 652048, 2013; in the data active = max activation above about 30%; note: 0% is about no effect; mostly tested at two doses, the higher about 12 µM
#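 Cells at 1500/well, incubated overnight, then treated with pinned compounds (dopamine as control) for 90 min at 37 degrees C. DiscoveRx reagent added for 30 - 60 minutes at room temperature; luminescence read.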
# D3 antag: qHTS of D3 Dopamine Receptor Antagonist: qHTS. D(3) dopamine receptor (Homo sapiens), P35462. D3R cells, DiscoveRx beta-arrestin luminescence, antagonist mode; stronger effect = lower value. max response, negative = inhibition, %. hit rate 2.5% among 360,000. AID 652054, 2013; in the data active = max response below about -50%; inconclusive = no clear call, values can overlap the other calls; note: % is set by controls: 0 for no effect and ±100 for the full control effect; mostly tested at two doses, the higher about 12 µM
#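 Cells expressing the human receptor were seeded at 1500 cells/well, incubated overnight at 37 degrees C in 5% CO2, then exposed to library compounds with dopamine controls for 90 minutes at 37 degrees C before luminescent detection.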
# EPAC2 antag: qHTS for Antagonist of cAMP-regulated guanine nucleotide exchange factor 2 (EPAC2): primary screen; hit rate 0.18% among 360,000; AID 720708, 2013; Potency, µM (doses to about 114 µM), for the others: top-dose activity, negative = inhibition, most hits filed as inhibitors; Rap guanine nucleotide exchange factor 4 (Homo sapiens), Q8WZA2; EPAC2 GEF exchange of Rap1B-BODIPY-GDP, fluorescence; note: potency is the fitted concentration of half-maximal effect; % is set by controls: 0 for no effect and ±100 for the full control effect; nearly all actives have a fitted effect of over 45% in size; many of its hits are not listed in these tables
# Target sequence (Q8WZA2 whole entry, looked up): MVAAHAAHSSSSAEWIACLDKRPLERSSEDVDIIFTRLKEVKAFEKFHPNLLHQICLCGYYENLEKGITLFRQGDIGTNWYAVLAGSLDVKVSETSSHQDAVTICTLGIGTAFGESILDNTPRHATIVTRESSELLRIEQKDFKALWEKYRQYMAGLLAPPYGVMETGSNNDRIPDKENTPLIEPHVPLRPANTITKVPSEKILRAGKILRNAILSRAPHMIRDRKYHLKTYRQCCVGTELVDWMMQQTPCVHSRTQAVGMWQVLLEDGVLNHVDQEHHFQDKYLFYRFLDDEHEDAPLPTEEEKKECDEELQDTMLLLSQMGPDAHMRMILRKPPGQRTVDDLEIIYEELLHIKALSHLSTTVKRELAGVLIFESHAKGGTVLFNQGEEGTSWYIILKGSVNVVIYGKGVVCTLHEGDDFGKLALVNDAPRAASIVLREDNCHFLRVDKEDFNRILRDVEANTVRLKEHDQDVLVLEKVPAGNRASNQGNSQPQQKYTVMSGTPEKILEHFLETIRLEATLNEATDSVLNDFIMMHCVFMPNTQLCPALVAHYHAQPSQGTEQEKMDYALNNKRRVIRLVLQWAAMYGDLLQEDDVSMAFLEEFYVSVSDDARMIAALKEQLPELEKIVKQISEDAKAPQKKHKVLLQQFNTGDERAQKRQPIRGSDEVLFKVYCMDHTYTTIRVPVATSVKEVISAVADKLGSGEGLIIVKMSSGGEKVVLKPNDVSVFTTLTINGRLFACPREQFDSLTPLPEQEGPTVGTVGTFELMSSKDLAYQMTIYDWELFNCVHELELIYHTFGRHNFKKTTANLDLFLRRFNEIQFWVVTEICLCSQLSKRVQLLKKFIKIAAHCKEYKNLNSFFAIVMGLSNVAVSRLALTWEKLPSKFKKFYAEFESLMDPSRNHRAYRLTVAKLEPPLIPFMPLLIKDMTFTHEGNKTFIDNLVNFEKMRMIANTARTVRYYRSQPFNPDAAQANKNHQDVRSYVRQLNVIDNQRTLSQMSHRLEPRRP
# EPAC2 ag: qHTS for Agonist of cAMP-regulated guanine nucleotide exchange factor 4 (EPAC2): primary screen; EPAC2 activation, biochemical qHTS; response scale: 100% = 6.5 mM cAMP response; Rap guanine nucleotide exchange factor 4 (Homo sapiens), Q8WZA2; Potency, µM (doses to about 154 µM), without a hit: at the top dose activation, usual class: activators; hit rate 0.079% among 360,000; AID 720711, 2013; note: potency is the fitted concentration of half-maximal effect; nearly all actives have a fitted effect of over 50% in size
#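 Compounds were titrated in qHTS against a Rap1B-BODIPY-GDP (250 nM) complex with EPAC2 (100 nM) and GDP (50 uM). BODIPY-GDP release tracked at 480/540 nm over 30 min at room temperature, normalized to 6.5 mM cAMP.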
# PTHR1 agonist: qHTS for PTHR1 Agonists: Primary Screen. Parathyroid hormone/parathyroid hormone-related peptide receptor (Homo sapiens), Q03431. HEK293 GP2 PTHR1 cells, GloSensor cAMP luminescence, 1 h. Potency, µM (highest dose often 115 µM), for inactives: at the highest dose activation, usual class: activators. hit rate 0.075% among 410,000; note: potency is the fitted concentration of half-maximal effect; nearly all actives have a fitted effect of over 55% in size; some results filed as inactive show a strong effect at the top dose; inactives centre near -15; many of its hits are not listed in these tables
#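 HEK-293-derived GP2 cells expressing PTHR1 and a GloSensor cAMP reporter, 3,000/well, plated overnight, given luciferin plus IBMX (each 0.5 mM as added) for 1 h at 37 °C, then compound for 1 h at 37 °C. Luminescence was read after 15 min at room temperature.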
# pAkt inh: HTS Assay for Inhibitors of Akt Phophorylation: Primary Screen; hit rate 0.32% among 360,000; activity change, % for hits at 50 µM; Neuro2A IGF-stimulated pAkt S473 HTRF, 20 min; stronger effect = lower value; AID 651550, 2012; in the data active = activity change below about -80%; inconclusive = mostly about -51% to -80%; note: % is set by controls: 0 for no effect and ±100 for the full control effect
#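 Single-point screen (50 µM final compound) in Neuro2A cells stimulated 20 min with 6 nM IGF at 37 deg C. After lysis, Ser473-phosphorylated Akt read by HTRF (ex 330 nm, em 615/665 nm) as the 665/615 ratio.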
# Starred values were filed as active, the others as inactive; i = inactive; ? = inconclusive; / = not tested or not shown; [ ] = remark or other dose. Unless noted, calls come from the whole dose curve; as a rule, active = well fitted curve in the direction sought with a large enough effect; inconclusive = small, poorly fitted or top-dose-only effect, or another doubt; inactive = no such curve, though single readings can be large; an effect the other way counts as inactive or inconclusive. Not all compounds are listed. The share of hits here may be higher or lower than overall.
SMILES,CCT chaperon mod,Mm-Cpn inhibitor,D3 ag,D3 antag,EPAC2 antag,EPAC2 ag,PTHR1 agonist,pAkt inh
Cc1ccc2nc(-c3ccccn3)cc(C(=O)NC(C)C(C)(C)C)c2c1 (stereo not drawn),1.3,-5%,-18,-27,1%,-16%,i,i
CC(=O)C1=C(O)C(=O)N(Cc2ccco2)C1c1ccc(F)cc1 (stereo not drawn),-1.7,-1%,-2,2,-2%,0%,i,i
O=C(Nc1cc(-c2ccccc2)nn1C1CCCCC1)c1ccc(Cl)cc1,-0.8,0%,18,0,-11%,12%,-83%[inhibitor],i
Cc1cccc(-c2nnc(SCCOc3ccc4c(C)cc(=O)oc4c3)o2)c1,-0.1,2%,-5,13,-5%[57.1 µM],8%,i,i
S=C(c1ccc(-c2ccccc2)o1)N1CCCCC1,-3.5,1%,-3,-4,-1%,11%,-36%[inhibitor],i
COc1ccccc1CCC(=O)OCC(=O)Nc1ccc(C(N)=O)cc1,-1.9,?,4,-2,-4%,-4%,i,i
CC1=CC(C)(C)N2C(=O)C3(NCCc4c3[nH]c3ccccc43)c3cccc1c32 (stereo not drawn),0.3,-7%,-1,0,-21%,8%,-2%,i
CCNC(=O)c1cc(Br)ccc1Cl,-1.3,-4%,-6,-16,-17%,9%,-1%[57.5 µM],i
Clc1ccc(CSc2cc3c(nn2)-c2ccccc2CC3)cc1,-1.7,1%,-22,5,-3%,2%,-56%[inhibitor][57.5 µM],i
O=C(NC1CCN(Cc2ccccc2)C1)c1cc(S(=O)(=O)N2CCOCC2)ccc1Cl (stereo not drawn),1.0,-2%,-4,-20,14%,9%,i,i
COc1cc2[nH]c(=S)n(Cc3ccc(C)cc3)c(=O)c2cc1OC,-2.5,1%,15,21,-5%,-6%,-7%,i
CC(=O)Nc1cc2nc(C)n(Cc3ccccc3[N+](=O)[O-])c2nc1C,-2.2,1%,-1,-5,11%,17%,-24%,i
O=Cc1ccc(-n2cccn2)cc1,0.7,0%,6,-29,0%,3%,i,i
CCOc1ccc(NS(=O)(=O)c2cc(C(=O)N3CCN(C(C)=O)CC3)ccc2Cl)cc1,1.3,1%,3,-2,0%,1%,-11%,i
Cc1c(C(=O)N2CCCCC2)nnn1-c1nonc1N,-2.0,-2%,-12,0,8%,2%,i,i
Cc1ccccc1CC(=O)N1CCOCC1,-0.3,-1%,2,15,-3%,4%,i,i
CCS(=O)(=O)c1nc(S(=O)(=O)c2ccc(C)cc2)c(NCCN2CCOCC2)s1,-1.8,2%,11,-1,1%,3%,i,i
CC(C)Cn1c(=O)c2ccccc2n2c(CCC(=O)NCC3CCCO3)nnc12 (stereo not drawn),-0.5,0%,2,-2,0%,10%,i,i
COC(=O)c1sccc1NC(=O)c1ccc(OC)cc1OC,0.1,-1%,-9,-11,-13%,22%,9%,i
Cc1cc2cc(CN(Cc3ccc4c(c3)OCO4)Cc3nnnn3C3CCCC3)c(=O)[nH]c2cc1C,-0.6,-4%,-3,16,0%,8%,0%[57.5 µM],i
COCCNC(=O)CSc1c2c(nc3ccc(Cl)cc13)CCCC2,-3.4,-11%,-3,?,-6%,13%,-38%[inhibitor],i
CC1=NNC(=O)C1CCC(=O)N/N=C/C(Br)=C/c1ccccc1 (stereo not drawn),-2.8,4%,-10,-18,3%,-1%,-7%,i
Cc1ccc(C)c(N2CCN(C(=O)C3CCCN(S(=O)(=O)c4c(C)noc4C)C3)CC2)c1 (stereo not drawn),-1.8,0%,0,-3,-12%,13%,-2%,i
CCN1CCN(C(c2nnnn2Cc2ccc3c(c2)OCO3)C(C)C)CC1 (stereo not drawn),1.4,-2%,-2,?,6%,-9%,-21%,i
O=C(COC(=O)c1ccc2c(c1)OCCO2)Nc1ccc(F)cc1F,-2.2,1%,13,8,14%,-12%,-29%,i
COc1ccc(CNC(=O)CN(C(=O)c2csnn2)c2ccc(F)cc2)cc1,0.8,0%,-3,-3,8%,7%,-7%,i
Cc1occc1-c1nnc(SCC(=O)N(C)C)o1,-0.2,2%,15,21,-7%,2%,i,i
CCc1c(C)[nH]c(C(=O)OCc2ccccc2)c1C,-1.0,-4%,13,2,-13%,0%,-30%[inhibitor],i
CCC1=Nc2cc(C(=O)NCCN3CCCC3)ccc2Sc2ccc(C)cc21,0.2,1%,-3,-14,0%,1%,i,i
COC(=O)C(NNc1ccccc1)(NC(=O)c1cccc(F)c1)C(F)(F)F (stereo not drawn),-1.1,-1%,2,9,-2%,7%,i,i
Cc1ccc(S(=O)(=O)N(CC2CO2)c2cc(Cl)ccc2Cl)cc1 (stereo not drawn),-2.6,-4%,5,-14,?,9%,-1%,i
Cc1cc(C(=O)CN2C(=O)NC3(CCCCC3)C2=O)c(C)n1-c1ccc2c(c1)OCO2,-5.6,-1%,8,10,2%,5%,i,i
COc1ccc2occ(C(=O)c3ccccc3)c2c1,0.9,0%,-10,-17,-2%,13%,-7%,i
CCCCCCn1c(=O)n2n(c1=O)[C@@H]1CN(S(=O)(=O)c3ccc(C)cc3)C[C@]1(O)[C@@H](OC(=O)NCc1ccccc1)C2,-4.5,/,1,11,-19%,6%,-4%,i
CC(C)n1c(-c2cccnc2)nc2cnccc21,-1.2,-1%,-1,-4,-1%,3%,i,i
CCc1nc2ccccc2n1CC(=O)N1CCN(Cc2ccccc2)CC1,-2.2,1%,-9,-5,-11%,20%,-22%,i
CS(=O)(=O)Nc1cccc(C2=NN(C(=O)c3ccc(F)cc3)C(c3cccs3)C2)c1 (stereo not drawn),2.0,0%,1,-12,-28%,2%,i,i
CC1CCCCN1CCn1c(=S)[nH]c2ncccc2c1=O (stereo not drawn),2.6,-1%,6,2,20%,1%,i,i
CN(C)CCNC(=O)C(=O)NCC(c1ccc2c(c1)OCO2)N1CCN(c2ccc(F)cc2)CC1 (stereo not drawn),-0.5,0%,-13,-11,3%,-3%,-14%,i
Cc1nc2nc(SCC(=O)O)nn2c(C)c1Cc1ccccc1Cl,0.5,-2%,-3,14,11%,3%,-13%,i
CN(C)CCCN1C(=O)c2cccc3cccc(c23)C1=O,-1.1,0%,-1,4,1%,5%,i,i
c1ccc(CN(Cc2ccccc2)Cc2nnc(-c3cc4ccccc4[nH]3)s2)cc1,/,3%,/,/,15%,9%,-11%,/
O=C(Cc1cccs1)Nc1ccccc1NC(=O)Cc1cccs1,-4.4,1%,4,44,0%,-21%[15.6 µM],i,/
Cc1ccc(F)c(N=Cc2c(O)c3ccccc3oc2=O)c1,-0.4,2%,9,10,-3%,2%,-1%,i
Cc1ccc(NC(=O)C2CCCC2)cc1S(=O)(=O)N1CCOCC1,0.9,2%,3,21,0%,3%,-33%[inhibitor],i
COc1ccc(C2Cc3ccccc3C(=O)O2)cc1 (stereo not drawn),0.8,0%,-1,-2,-1%,-5%,-8%,i
C=C(C)CSc1nc2ccccc2c(=O)n1-c1c(C)n(C)n(-c2ccccc2)c1=O,-10,2%,2,16,-22%,3%,-5%,i
O=C(O)CC1NC(=O)N(C2CCCCC2)C1=O (stereo not drawn),-0.5,-2%,2,3,3%,13%,i,i
